Bioassay records deposited in PubChem BioAssay by National Center for Advancing Translational Sciences (NCATS).
HP1b binding inh – blocks HP1-beta chromodomain binding to methylated histone tails; P83916; AlphaScreen HP1-beta / biotin-H3K9me3 peptide binding; Potency, µM (series often up to 114 µM), for the others: top-dose activity change, negative = inhibition, actives largely listed as inhibitors; actives 0.56% (n = 390,000); AID 540317; further: potency means the concentration at half of the fitted maximal effect; nearly all actives have a fitted effect of over 70% in size; inactives centre near 23
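HP1-beta protein (50 nM final) preincubated 30 min at room temperature with biotinylated H3(1-18)K9me3 peptide (50 nM) in PBS pH 7.4, 0.01% Tween-20, then compound added for 30 min. AlphaScreen streptavidin donor/nickel chelate acceptor beads (10 ug/mL final), 30 min dark, luminescence read.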
PI4K2A block – PI4K2A (human) kinase inhibition; purified PI4K2A, ADP-Glo luminescence, 1 h; active compounds read low; AID 1346378; actives 0.13% (n = 420,000); Q9BTU6; activity change, negative = inhibition, % at 76.9 µM; in the data active means activity change below about -50%; inconclusive means mostly about -30% to -49%;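 further: -100% = wells without enzyme as full effect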
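In this quantitative HTS, ADP production by PI4K2A was quantified luminescently after 1 h at ambient temperature; 100 microM adenosine served as plate-quality control.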
RGS4 inhibitor – inhibitors of human regulator of G protein signaling 4; Potency, µM (series often up to 114 µM), inactives show at the top dose activity change, negative = inhibition, actives largely listed as inhibitors; actives 0.039% (n = 390,000); Transcreener GDP fluorescence polarization, RGS4-accelerated GTP hydrolysis; further: potency means the concentration at half of the fitted maximal effect; on the % scale 0 is the no-effect control and ±100 the full control effect; nearly all actives have a fitted effect of over 75% in size; some results filed as inactive show a strong effect at the top dose
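MLSMR compounds (23 nl, pin-transferred) preincubated 10 min at room temperature with a 500nM (2x) first reagent, then RGS4 at 900nM (2x) plus Transcreener GDP mix added; fluorescence polarization (620/688 nm) read before and after 90 min at 30 °C.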
G9a block – inhibitors of human histone lysine methyltransferase G9a; Q96KQ7; G9a H3K9 monomethylation, AlphaScreen, 2 h; Potency, µM (titrated, usually from 102 µM), inactives show top-dose activity, negative = inhibition, actives largely listed as inhibitors; actives 8.8% (n = 350,000); further: potency means the concentration at half of the fitted maximal effect; on the % scale 0 is the no-effect control and ±100 the full control effect; nearly all actives have a fitted effect of over 75% in size
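Enzyme 20 nM + cpd, 15 min RT; add b-H3K9 pep 500 nM / SAM 20 uM; 2 h RT; anti-H3K9me1 Ab 0.5 ug/mL + SA donor / anti-rabbit acceptor beads 20 ug/mL each, 10 min; AlphaScreen read.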
ALOX12 inh – blocks human arachidonate 12S-lipoxygenase | Potency, µM (doses to about 108 µM), for inactives: top-dose activity change, negative = inhibition, usual class: inhibitors | AID 1671190 | actives 1.1% (n = 580,000) | P18054 | purified 12hLO, xylenol orange hydroperoxide absorbance; further: potency means the concentration at half of the fitted maximal effect; on the % scale 0 is the no-effect control and ±100 the full control effect
Target sequence (P18054 whole entry, looked up): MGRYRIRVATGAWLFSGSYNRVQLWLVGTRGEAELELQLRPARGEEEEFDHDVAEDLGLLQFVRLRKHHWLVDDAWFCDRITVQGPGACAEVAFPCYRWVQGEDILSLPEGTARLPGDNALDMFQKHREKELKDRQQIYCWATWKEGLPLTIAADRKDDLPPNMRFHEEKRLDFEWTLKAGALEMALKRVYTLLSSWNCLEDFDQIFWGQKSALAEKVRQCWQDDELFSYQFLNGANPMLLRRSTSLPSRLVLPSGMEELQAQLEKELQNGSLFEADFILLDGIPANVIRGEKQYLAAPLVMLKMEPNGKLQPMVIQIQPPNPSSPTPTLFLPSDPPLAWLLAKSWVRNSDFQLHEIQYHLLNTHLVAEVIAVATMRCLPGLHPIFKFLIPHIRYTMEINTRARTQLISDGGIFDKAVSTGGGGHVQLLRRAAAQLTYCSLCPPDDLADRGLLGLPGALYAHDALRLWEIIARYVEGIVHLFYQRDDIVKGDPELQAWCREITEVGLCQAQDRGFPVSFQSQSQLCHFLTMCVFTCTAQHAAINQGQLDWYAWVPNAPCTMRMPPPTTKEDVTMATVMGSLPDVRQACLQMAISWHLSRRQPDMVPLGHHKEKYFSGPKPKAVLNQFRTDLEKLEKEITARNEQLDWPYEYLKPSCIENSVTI
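Purified human 12hLO at 150 nM in 25 mM Hepes, 0.01% Triton X-100, pH 7.0, preincubated 15 min at room temperature with compound. Reaction started with 40 uM arachidonic acid, 30 min at room temperature. Hydroperoxide measured by Fe-xylenol orange, 573/405 nm absorbance ratio.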
BAZ2B inh – BAZ2B (human) inhibition; Q9UIF8; AlphaScreen BAZ2B-H3K14Ac peptide displacement; Potency, µM (doses to about 114 µM), inactives show at the top dose activity change, negative = inhibition, actives largely listed as inhibitors; actives 4.4% (n = 360,000); AID 504333; further: potency means the concentration at half of the fitted maximal effect; on the % scale 0 is the no-effect control and ±100 the full control effect; nearly all actives have a fitted effect of over 60% in size
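Compounds, titrated to a top concentration of 110 uM, were incubated 30 min at room temperature with preformed BAZ2B/acetyl-K14 H3 peptide complex (50 nM each). Proximity signal was measured by AlphaScreen after 20 min with beads.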
ERG Ets-DNA blk – inhibitors of human ERG Ets domain-DNA interaction. fluorescence polarization, His-ERG Ets domain / labelled DNA. Potency, µM (titrated, usually from 76.9 µM), inactives show top-dose FP activity, negative = inhibition, hits mostly inhibitors. actives 0.028% (n = 370,000); active means well fitted inhibition curve with a large enough effect in the polarisation, with a control signal flat; inconclusive means small, poorly fitted or top-dose-only effect, or effect the other way, or a change in a side signal; inactive means no such curve, though single readings can be large or run the other way; the % refers to the polarisation;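 further: polarization taken with two DNA probes labelled with fluorescein and Texas red; potency means the concentration at half of the fitted maximal effect; % of control where 0% means no effect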
Target sequence (P11308 whole entry, looked up, the tested form may be a part): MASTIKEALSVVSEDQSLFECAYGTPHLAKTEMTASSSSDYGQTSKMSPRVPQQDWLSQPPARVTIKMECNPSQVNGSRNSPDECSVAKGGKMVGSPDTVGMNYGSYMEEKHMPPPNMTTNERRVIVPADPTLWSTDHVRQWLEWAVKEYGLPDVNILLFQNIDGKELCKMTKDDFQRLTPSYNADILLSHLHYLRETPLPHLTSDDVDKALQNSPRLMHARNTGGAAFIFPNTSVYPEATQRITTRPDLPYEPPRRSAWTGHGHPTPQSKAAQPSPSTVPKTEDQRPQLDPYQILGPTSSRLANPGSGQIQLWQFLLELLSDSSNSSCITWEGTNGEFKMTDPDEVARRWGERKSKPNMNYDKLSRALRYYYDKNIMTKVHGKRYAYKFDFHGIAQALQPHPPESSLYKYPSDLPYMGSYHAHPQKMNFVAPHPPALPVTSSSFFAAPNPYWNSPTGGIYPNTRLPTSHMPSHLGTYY
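His-tagged ERG Ets domain (1 uM in the protein solution; 300mM KCl, 50mM Tris-HCl, 1mM EDTA, 1mM DTT, pH 7.5) received compound, then a probe mix of 5 nM fluorescein-DNA and 100nM Texas-615-DNA. Fluorescence polarization was read for both dyes.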
JMJD2A Tudor inh – inhibitors of human JMJD2A Tudor domain; AlphaScreen JMJD2A-Tudor / H3K4me3 peptide binding; actives 4.4% (n = 390,000); Potency, µM (titrated, usually from 114 µM), inactives show at the highest dose activity change, negative = inhibition, usual class: inhibitors; O75164; further: potency means the concentration at half of the fitted maximal effect; on the % scale 0 is the no-effect control and ±100 the full control effect; nearly all actives have a fitted effect of over 50% in size
GLS inh – glutaminase GLS (human) inhibition. GLS enzymatic activity, qHTS titration. Potency, µM (series often up to 45.5 µM), for inactives: top-dose activity change, negative = inhibition, actives largely listed as inhibitors. actives 0.21% (n = 410,000). AID 624170; further: potency means the concentration at half of the fitted maximal effect; on the % scale 0 is the no-effect control and ±100 the full control effect
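Assay buffer: 45 mM KH2PO4 pH 8.2, 0.02% Tween-20. hKGA acts on L-glutamine (1 mM solution added); product glutamate is reported by an oxidase/peroxidase Amplex Red coupling, with fluorescence taken at baseline and 30 min.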
* marks the source's active call; other numbers are inactive results; ? = inconclusive; . = not tested or not shown; & = joins results of further samples; ! = a repeat was not active; [ ] = remark or other dose. Unless noted, the call rests on the fitted dose curve; in most records, active means well fitted curve in the direction sought with a large enough effect; inconclusive means small, poorly fitted or top-dose-only effect, or another doubt; inactive means no such curve, though single readings can be large; an effect the other way counts as inactive or inconclusive. This is a subset; rates above refer to the full screens.

(1) Clc1ccc(C2NCCc3[nH]cnc32)cc1 (centres undefined)
(2) CC(=O)Nc1ccc2c(c1)CC1(C(=O)N(C)C(=O)N(C)C1=O)C1CCCN21 (centres undefined)
(3) Cn1c(O)c(C=NCCCCCCCCCCC(=O)O)c(=O)n(C)c1=O
(4) COc1ccc2[nH]c3c(c2c1)CCN=C3C
(5) CCC(CO)(C(=O)OC1CC2CCC(C1)N2C)c1ccccc1 (centres undefined)
(6) CC1=C(C(=O)Nc2ccccc2)SCCO1
(7) CC(c1ccccc1)(c1ccccc1)c1ccncc1
(8) O=c1[nH]c(=S)n(-c2ccccc2F)c(O)c1C=Nc1ccc(N2CCOCC2)cc1

assay / entry	1	2	3	4	5	6	7	8
HP1b binding inh	-1%	61%[activator]	44%[activator]	-29%	28%	42%[activator]	24%	10%
PI4K2A block	-4	-1	-2	-2	1	-1	8	-7
RGS4 inhibitor	28%	5%	14%	1%	0%	-1%	-29%	1%
G9a block	88%[activator][59 µM]	35µM*	-50%	8.9µM*	14%	?	20%	-8%[59 µM]
ALOX12 inh	-3%	27%	4%	-17%	-7%	0%	1%	-13%
BAZ2B inh	?	-6%	-1%	45µM*	-13%	-5%	7%	-22%
ERG Ets-DNA blk	-2%	4%	15%	5%	-1%	-20%	-5%	0%
JMJD2A Tudor inh	?	-7%	-4%	35µM*	2%	-12%	0%	-20%
GLS inh	0%	-4%	8%	3%	1%	-3%	0%	-22%

(9) C=CCn1c(O)c(C=NCCN2CCNCC2)c(=O)[nH]c1=O
(10) COc1ccc2c(c1)[nH]c1c(C)nccc12
(11) C[C@]12C[C@@H](O)[C@H](O)CC1=CCC1C2CC[C@@]2(C)C1CC[C@@H]2O (some centres undefined)
(12) COc1ccc(-c2noc(CN3C(=O)c4ccccc4C3=O)n2)cc1
(13) Fc1ccc(CNCCc2ccccc2F)cc1
(14) CC12CCC3C(CC=C4CC5(CCC43C)OCCO5)C1CCC2=O (centres undefined)
(15) O=C(c1cn(Cc2ccccc2)c2ccccc12)C1CC1
(16) Cc1cc(C(=O)OCC(=O)Nc2c(F)cccc2F)c(C)n1C1CC1

assay / entry	9	10	11	12	13	14	15	16
HP1b binding inh	40%[activator]	60%&23%[activator]	22%	23%	33%	44%[activator]	30%	31%
PI4K2A block	0	-2	-6	1	-4	-7	3	-1
RGS4 inhibitor	8%	13%&-15%	2%	41%	-19%	8%	?	11%
G9a block	13%	13µM*!	.	?	0%[59 µM]	15%[12.7 µM]	38%[59 µM]	2%
ALOX12 inh	9%	-16%&-7%&-1%	-3%	?	3%	-2%	2%	-9%&-8%
BAZ2B inh	?	?	.	12%	7%	-5%	14%	11%
ERG Ets-DNA blk	2%	-2%	9%	-3%	0%	4%	-1%	10%
JMJD2A Tudor inh	-8%	-21%&-27%	-8%	-14%	-9%	3%	23%	-5%
GLS inh	-2%	3%	-18%	-7%	-2%	-8%	-13%	-4%

(17) CCCCOCCCN1C(C)=CC(=C2C(=O)NC(=S)NC2=O)C=C1C
(18) CC(C)CCOP(N)(=O)Oc1ccccc1Cl (centres undefined)
(19) CC(C)CN1CCN(Cc2c(F)cccc2Cl)CC1CCO (centres undefined)
(20) CCCCn1c(NS(=O)(=O)c2ccc(C)cc2)c(C(=O)OCC)c2nc3ccccc3nc21
(21) Cc1cc(NC(=O)COC(=O)c2c(C)nn(Cc3ccccc3)c2Cl)no1
(22) COc1cccc(C2=NOC(C(=O)N3CCC4(CC3)OCCO4)C2)c1 (centres undefined)
(23) COc1cccc(C(=O)C2CCCN(Cc3cccc(C)n3)C2)c1 (centres undefined)
(24) NC(N)=N/N=C/c1ccc(N2CCOCC2)cc1

assay / entry	17	18	19	20	21	22	23	24
HP1b binding inh	70%[activator]	87%[activator]	20%[57 µM]	81%[activator]	51%[activator]	17%	11%	26%
PI4K2A block	-4	0	5	-8	2	-7	-5	-3
RGS4 inhibitor	-9%[56.9 µM]	-4%	-2%	?	-21%	16%	11%	-1%[56.9 µM]
G9a block	3%[59 µM]	.	-24%	-10%[59 µM]	16%[12.7 µM]	-14%[2.33 µM]	.	?
ALOX12 inh	-10%	9%	-1%	-11%	-6%	-7%	-5%	-1%
BAZ2B inh	4%	4%	-11%	26%	10%	-16%	-14%	8%
ERG Ets-DNA blk	1%	5%	-5%	8%	8%	0%	2%	-1%
JMJD2A Tudor inh	-16%	-5%	-13%	28%	-11%	-9%	-30%	-12%
GLS inh	-13%	-3%	1%	10%	0%	1%	0%	37%[activator]

(25) NCCCNCCSP(=O)(O)O
(26) C=CCc1ccc(OCCn2nnc3ccccc32)c(OC)c1
(27) COc1ccc(Sc2cnn(-c3ccccc3)c(=O)c2Cl)cc1
(28) O=C(Nc1ccc(OC(=O)N2CCCCC2)cc1)N1CCOCC1
(29) COC(=O)Cn1cc(C=C2C(=O)NC(=O)NC2=O)c2ccccc21
(30) CC12CC1(C)C(=O)N(c1cc(Cl)cc(Cl)c1)C2=O (centres undefined)
(31) CC(=O)c1cccc(NC2=NCC(C)S2)c1 (centres undefined)
(32) O=C1NC(=O)N(CCc2ccc(F)cc2)C(=O)/C1=C/c1cccs1

assay / entry	25	26	27	28	29	30	31	32
HP1b binding inh	.	54%[activator]	85%	8%	23%	36%	19%	-4%
PI4K2A block	3	3	2	2	?	-2	-9	-14
RGS4 inhibitor	-12%[56.9 µM]	15%	-1%	2%	-44%	17%	16%	?
G9a block	-6%&15%[12.7 µM]	39%	30%[12.7 µM]	?	?	.	-7%	3.2µM*
ALOX12 inh	-10%[6.33 µM]	?	2%	-12%	-19%	?	8%	?
BAZ2B inh	.	-5%	1%	-17%	-9%	.	1%	-33%
ERG Ets-DNA blk	.	-10%	0%	13%	-12%	5%	0%	62%[activator]
JMJD2A Tudor inh	.	11%	38%[activator]	-6%	-13%	13%	-16%	56µM*
GLS inh	-3%	-3%	0%	2%	-4%	1%	4%	-9%

(33) O=C(CCCCCn1c(=S)[nH]c2ccccc2c1=O)N1CCC2(CC1)OCCO2
(34) OCC[N+]12CCC(CC1)C(C(O)(c1ccccc1)c1ccccc1)C2 (centres undefined)
(35) COCCN1C(=O)NC(=O)/C(=C\c2ccc(F)cc2)C1=O
(36) CC(=NCCc1ccccc1)c1c(O)n(C)c(=O)n(C)c1=O
(37) CN1CC(C(=O)c2ccc(Cl)cc2)C(c2ccc(N(C)C)cc2)C1 (centres undefined)
(38) CC1(C)c2[nH]c3ccccc3c2C[C@H]2C(=O)N(Cc3ccccc3F)C(=O)N21
(39) CC(=O)Nc1ccc(OC(=O)N2CCCCC2)cc1
(40) O=C1/C(=C\c2ccc([N+](=O)[O-])cc2)N2CCC1CC2

assay / entry	33	34	35	36	37	38	39	40
HP1b binding inh	40%[activator]	14%	42%[activator]	50%[activator]	-36%	-14%	41%[activator]	-22%
PI4K2A block	-2	-4	-11	1	-1	-1	2	2
RGS4 inhibitor	-14%	4%	?	-25%	-3%[56.9 µM]	21%	-7%	-30%
G9a block	50µM*	4%[12.7 µM]	?	-6%[59 µM]	35µM*	.	-4%[12.7 µM]	?
ALOX12 inh	0%	3%	-15%	?	-17%	-17%	0%	-8%
BAZ2B inh	-7%	1%	-13%	-1%	35µM*	.	3%	?
ERG Ets-DNA blk	-7%	5%	-8%	-7%	-2%	.	1%	-1%
JMJD2A Tudor inh	-23%	-9%	0%	0%	50µM*	?	-4%	-36%
GLS inh	-2%	8%	-5%	-11%	4%	7%	1%	-13%

Complete entries as entered above. Order of screens: HP1b binding inh | PI4K2A block | RGS4 inhibitor | G9a block | ALOX12 inh | BAZ2B inh | ERG Ets-DNA blk | JMJD2A Tudor inh | GLS inh
Record of O=C1/C(=C\c2ccc([N+](=O)[O-])cc2)N2CCC1CC2 : -22% | 2 | -30% | ? | -8% | ? | -1% | -36% | -13%
Record of NC(N)=N/N=C/c1ccc(N2CCOCC2)cc1 : 26% | -3 | -1%[56.9 µM] | ? | -1% | 8% | -1% | -12% | 37%[activator]
Record of CC(=O)Nc1ccc2c(c1)CC1(C(=O)N(C)C(=O)N(C)C1=O)C1CCCN21 (centres undefined) : 61%[activator] | -1 | 5% | 35µM* | 27% | -6% | 4% | -7% | -4%
Record of CCCCOCCCN1C(C)=CC(=C2C(=O)NC(=S)NC2=O)C=C1C : 70%[activator] | -4 | -9%[56.9 µM] | 3%[59 µM] | -10% | 4% | 1% | -16% | -13%

More structures
(41) O=C(CCC(=O)N1CCOc2ccc(Cl)cc21)N1CCC2(CC1)OCCO2
(42) CCOc1cc(C=C2C(=O)NC(=O)NC2=O)ccc1OS(=O)(=O)c1ccccc1
(43) O=P(Oc1ccccc1)(Oc1ccccc1)c1ccccc1
(44) CCOC(=O)c1ccc(NC(=O)N2CC3CC(C2)c2cccc(=O)n2C3)cc1 (centres undefined)

assay / entry	41	42	43	44
HP1b binding inh	46%[activator]	11%	80%[activator]	29%
PI4K2A block	1	?	4	-5
RGS4 inhibitor	16%[11.4 µM]	?	25%	-30%
G9a block	.	22µM*	.	12%
ALOX12 inh	2%	.	118%[activator]	-11%
BAZ2B inh	4%	-9%	0.89µM*	-14%
ERG Ets-DNA blk	-2%	3%	-3%	-9%
JMJD2A Tudor inh	-12%	79µM*	34%	?
GLS inh	-1%	1%	0%	3%
